# Source: PubChem
# M5 antag = blocks acetylcholine activation of human M5 receptor; P08912; CHO-hM5 cells, Fluo-8 calcium fluorescence, ACh EC80; inhibition, % at 3 µM; actives 0.59% (n = 360,000); AID 624040;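 active means inhibition above a per-plate cutoff, the mean of that plate's test compounds plus 3 SD, cut at about 27% in these data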;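 further: 0% = acetylcholine EC80 with DMSO and 100% = DMSO without agonist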
# M1 PAM = positive allosteric modulators of human M1 muscarinic receptor; P11229; CHO-K1 hM1, Fluo-8 calcium fluorescence, ACh EC20; 0% = ACh EC20, 100% = maximal ACh; activation, % at 3 µM; actives 0.088% (n = 360,000); in the data active means activation above about 19%, passing the limit was not always enough
# M4 antag = CHRM4 antagonism in calcium assay. P08173. CHO-hM4 cells, ACh EC80, Fluo-8 calcium fluorescence. inhibition, % at 3 µM. actives 0.73% (n = 360,000). AID 624125;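 active means inhibition above its plate's cutoff, the mean inhibition of sample wells plus 3 SD, cut at about 27% in these data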;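 further: 0% = acetylcholine EC80 with DMSO and 100% = DMSO without agonist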
# Target sequence (P08173 whole entry, looked up): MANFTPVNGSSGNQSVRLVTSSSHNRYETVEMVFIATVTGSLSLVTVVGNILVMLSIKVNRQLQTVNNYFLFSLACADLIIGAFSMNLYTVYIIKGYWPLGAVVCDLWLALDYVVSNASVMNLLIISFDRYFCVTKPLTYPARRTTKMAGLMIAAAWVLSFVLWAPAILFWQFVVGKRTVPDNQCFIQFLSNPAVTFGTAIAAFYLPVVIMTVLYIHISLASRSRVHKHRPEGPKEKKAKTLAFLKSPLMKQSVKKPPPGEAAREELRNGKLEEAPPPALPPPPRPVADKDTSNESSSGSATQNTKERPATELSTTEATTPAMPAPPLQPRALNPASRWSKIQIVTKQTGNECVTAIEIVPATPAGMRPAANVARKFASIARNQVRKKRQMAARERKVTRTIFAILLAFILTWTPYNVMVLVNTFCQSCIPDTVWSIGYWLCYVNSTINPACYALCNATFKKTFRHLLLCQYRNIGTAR
# CHRM1 antagonist = blocks human M1 muscarinic receptor; P11229; CHO-K1 hM1, Fluo-8 calcium fluorescence, ACh EC80 antagonist; inhibition, % at 3 µM; actives 1.3% (n = 360,000);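 active means percent inhibition above its own plate's cutoff, namely the mean of that plate's compound wells plus 3 SD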;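 further: peak over basal fluorescence ratio during 140 s after agonist addition; 0% = ACh EC80 plus DMSO and 100% = DMSO alone without agonist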
# CHRM4 PAM = positive allosteric modulators of human muscarinic M4 receptor; P08173; CHO-K1 hM4/Gqi5, Fluo-8 calcium fluorescence, ACh EC20; 0% = ACh EC20, 100% = maximal ACh; actives 0.4% (n = 360,000); AID 624126; activation, % at 3 µM;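 active means activation above its plate's cutoff, the mean activation of sample wells plus 3 SD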; further: some results filed as inactive read as strong as hits
# CHRM5 PAM = CHRM5 positive allosteric modulation. activation, % at 3 µM. actives 0.3% (n = 360,000). P08912. CHO-K1 hM5, Fluo-8 calcium, ACh EC20 PAM; 0% = ACh EC20, 100% = ACh EC100;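 active means activation above the run cutoff, the mean activation of all test compounds plus 3 SD, cut at about 18% in these data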
#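 Assay system: CHO-K1 hM5 cells / Incubation: Fluo-8 loading 80 min at 37 °C plus 30 min room temperature / Technique: Fluo-8 calcium dye fluorescence, kinetic read / Repeats: single replicate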
# CHRM4 agonist = agonists of human muscarinic M4 receptor (CHRM4) | P08173 | CHO-K1 hM4/Gqi5, Fluo-8 calcium fluorescence; vehicle 0%, full acetylcholine response 100% | activation, % at 3 µM | actives 0.14% (n = 360,000) | AID 624127;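 active means activation above the run mean over all test wells plus 3 SD, cut at about 32% in these data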;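 further: peak over basal fluorescence ratio per well then scaled between controls; 0% = DMSO wells and 100% = acetylcholine at EC100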
# CRFR2-BP ag = agonists of human CRF-binding protein/CRF-R2 receptor complex; HEK293 CRF-R2/CRF-BP, calcium dye fluorescence (FLIPR); percent of saturating CRF peptide response; actives 0.46% (n = 350,000); AID 588473; activation, % at 13.2 µM;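 active means activation of at least 50%, plus an integration ratio under a set limit after plate pattern correction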;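 further: plate controls were neutral control wells without compound for no effect and CRF at EC100 for full effect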
# M5 ag = CHRM5 agonism in calcium assay; P08912; CHO-K1 hM5 cells, Fluo-8 calcium fluorescence; 0% DMSO wells, 100% maximal acetylcholine response; activation, % at 3 µM; actives 0.19% (n = 360,000);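 active means activation above the run's mean over test compounds plus 3 SD, cut at about 23% in these data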;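 further: signal is peak over basal fluorescence ratio across the kinetic read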
# The depositor's hits bear a star; . = no result given.
1: Cc1onc(-c2ccccc2)c1C(=O)OCC(=O)NC(C)c1ccc(Cl)cc1 (centres undefined)
2: Nc1c(C(=O)NCc2cccnc2)sc(=S)n1-c1ccccc1
3: COc1ccc(/C=N/NC(=O)Cc2csc(Nc3cccc(C(F)(F)F)c3)n2)c(OC)c1
4: O=C(Cn1nnc2ccccc2c1=O)NC1CCCCC1
5: Cc1c(C)c2c(OCC(=O)NCC(C)C)cc3c(c2oc1=O)CCC(C)(C)O3
screen / no.	1	2	3	4	5
CHRM4 PAM	-4	4	5	3	-8
CRFR2-BP ag	3.6	-0.2	-1.7	0.4	-5.3
M4 antag	-10	-5	-4	-2	8
CHRM5 PAM	-7	3	4	-1	-9
M1 PAM	8	2	11	-3	-10
CHRM1 antagonist	-4	10	-12	11	5
M5 ag	5	1	-2	-1	2
CHRM4 agonist	7	0	-1	2	13
M5 antag	4	-9	-4	6	22

6: Cc1ccc(CNC(=O)c2cccnc2Sc2cccc(Cl)c2)cc1
7: CCN(CC)S(=O)(=O)c1ccc2nc(CSc3nnnn3-c3ccc(O)cc3)[nH]c2c1
8: CCOC(=O)Cc1csc(NC(=O)CSc2nc(C)cc(=O)[nH]2)n1
9: COc1ccc2c(c1)CCc1cn3ncc(C#N)c3nc1-2
10: CC(C)Sc1nc2c(cnn2-c2ccc(Cl)cc2)c(=O)[nH]1
screen / no.	6	7	8	9	10
CHRM4 PAM	-6	7	-1	1	2
CRFR2-BP ag	17	-0.1	1.7	-2.9	0.0
M4 antag	8	-2	6	-9	-4
CHRM5 PAM	5	-9	-5	0	-5
M1 PAM	7	2	3	4	12
CHRM1 antagonist	-6	5	-3	-2	1
M5 ag	12	-4	-4	-8	-2
CHRM4 agonist	4	2	1	0	1
M5 antag	-1	10	11	6	4

# Rewritten with the structure last: seven of the compounds above
no.	CHRM4 PAM	CRFR2-BP ag	M4 antag	CHRM5 PAM	M1 PAM	CHRM1 antagonist	M5 ag	CHRM4 agonist	M5 antag	SMILES
2	4	-0.2	-5	3	2	10	1	0	-9	Nc1c(C(=O)NCc2cccnc2)sc(=S)n1-c1ccccc1
3	5	-1.7	-4	4	11	-12	-2	-1	-4	COc1ccc(/C=N/NC(=O)Cc2csc(Nc3cccc(C(F)(F)F)c3)n2)c(OC)c1
4	3	0.4	-2	-1	-3	11	-1	2	6	O=C(Cn1nnc2ccccc2c1=O)NC1CCCCC1
5	-8	-5.3	8	-9	-10	5	2	13	22	Cc1c(C)c2c(OCC(=O)NCC(C)C)cc3c(c2oc1=O)CCC(C)(C)O3
6	-6	17	8	5	7	-6	12	4	-1	Cc1ccc(CNC(=O)c2cccnc2Sc2cccc(Cl)c2)cc1
7	7	-0.1	-2	-9	2	5	-4	2	10	CCN(CC)S(=O)(=O)c1ccc2nc(CSc3nnnn3-c3ccc(O)cc3)[nH]c2c1
8	-1	1.7	6	-5	3	-3	-4	1	11	CCOC(=O)Cc1csc(NC(=O)CSc2nc(C)cc(=O)[nH]2)n1

# Numbers 8 to 9, quoted:
8: CCOC(=O)Cc1csc(NC(=O)CSc2nc(C)cc(=O)[nH]2)n1
9: COc1ccc2c(c1)CCc1cn3ncc(C#N)c3nc1-2
screen / no.	8	9
CHRM4 PAM	-1	1
CRFR2-BP ag	1.7	-2.9
M4 antag	6	-9
CHRM5 PAM	-5	0
M1 PAM	3	4
CHRM1 antagonist	-3	-2
M5 ag	-4	-8
CHRM4 agonist	1	0
M5 antag	11	6

# Following part:
11: O=C(NC1CC2CCC(C1)N2C(=O)NCc1ccccc1)C1CC1 (centres undefined)
12: CN(C)C(CNC(=O)c1cccc(S(=O)(=O)Nc2ccccc2Cl)c1)c1ccccc1 (centres undefined)
13: CC(C)C[C@H](NC(=O)c1[nH]cnc1C(=O)Nc1ccc(CNC(=O)OC(C)(C)C)cc1)C(=O)OCc1ccccc1
14: COCCCN(C(=O)c1cc2c(s1)CCC2)c1c(N)n(Cc2ccccc2)c(=O)[nH]c1=O
15: CSc1nc(SCC(=O)O)c2sc3nc(-c4ccccc4)c4c(c3c2n1)CCC4
screen / no.	11	12	13	14	15
CHRM4 PAM	-16	-3	1	-2	-11
CRFR2-BP ag	-2.2	0.8	4.3	1.8	1.6
M4 antag	30*	4	5	6	-2
CHRM5 PAM	2	-16	1	5	6
M1 PAM	-17	-14	-13	3	12
CHRM1 antagonist	37*	22	29	0	-10
M5 ag	-6	-10	1	-2	4
CHRM4 agonist	1	5	2	1	0
M5 antag	-3	-1	8	1	-2

16: COc1cc(/C=C2/NC(=O)N(c3cccc(Cl)c3)C2=O)ccc1O
17: O=C(c1sccc1Br)N1CCN(Cc2ccc3c(c2)OCO3)CC1
18: O=C(COC(=O)CC1CC2CCC1C2)Nc1ccc(Cl)c(S(=O)(=O)N2CCOCC2)c1 (centres undefined)
19: CC1=C(C(=O)Nc2ccccc2C)C(c2ccc(C)o2)N2C(=O)CSC2=N1 (centres undefined)
20: COC(=O)/C(C#N)=C/c1c(N2CCN(C)CC2)nc2ccccn2c1=O
screen / no.	16	17	18	19	20
CHRM4 PAM	0	-17	-5	0	5
CRFR2-BP ag	-0.2	-2.6	2.4	2.0	1.8
M4 antag	0	-10	-8	-3	-11
CHRM5 PAM	3	4	-9	-3	-1
M1 PAM	5	-1	-5	-2	20
CHRM1 antagonist	2	6	-2	-6	-17
M5 ag	2	-1	7	-5	-5
CHRM4 agonist	3	2	17	2	1
M5 antag	-8	0	5	3	12

21: COc1ccc2c(c1)c1ccccc1n2C
22: CCOc1ccccc1C(=O)N[C@H](C(=O)OCC(=O)Nc1nnc(-c2ccccc2)o1)C(C)C
23: O=C(/C=C/c1ccco1)NCC(=O)N/N=C/c1ccccc1[N+](=O)[O-]
24: Cc1cc(S(=O)(=O)N2CCN(CC(=O)NC(C)(C#N)C3CC3)CC2)ccc1Br (centres undefined)
25: CC(=O)Nc1ccc(S(=O)(=O)N(Cc2ccco2)CC2CCCO2)cc1 (centres undefined)
26: CCOC(CCn1c(SCc2ccc([N+](=O)[O-])cc2)nc2ccccc2c1=O)OCC
27: CC1(C(=O)NS(=O)(=O)c2cccc(C#N)c2)CCN1C(=O)c1ccccc1 (centres undefined)
screen / no.	21	22	23	24	25	26	27
CHRM4 PAM	2	-2	16	-3	2	-4	8
CRFR2-BP ag	-5.9	-2.0	0.6	-0.6	-3.4	-1.1	.
M4 antag	6	-1	-5	-7	-1	-8	-7
CHRM5 PAM	0	0	6	6	-2	-3	-1
M1 PAM	3	-5	2	7	3	-1	7
CHRM1 antagonist	-3	12	0	-9	-2	-8	-8
M5 ag	0	1	-2	-2	-2	-2	1
CHRM4 agonist	-2	0	1	2	1	-1	1
M5 antag	-2	12	8	-3	4	8	5
